TCR act – activates T cell receptor signaling. primary human leukocytes, anti-CD3, IL-2 HTRF, 48 h. Potency, µM (top dose mostly 9.22 µM), for the others: at the top dose activation of IL-2 secretion, actives largely listed as activators. 330,000 tested, under 10 active; further: % of control where 0% means no effect
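Human primary leukocytes + a-CD3 beads + cpd, 48 hr; IL-2 in supernatant by HTRF (ex 320nm / em 665nm). No co-stimulatory signal supplied.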
PTAP TSG101 blk – blocks PTAP/TSG101 interaction to inhibit HIV-1 budding. Fluorescence polarization, FITC-PTAP peptide / Tsg101 binding. Potency, µM (titrated, usually from 115 µM), without a hit: at the highest dose activity change, negative = inhibition, most hits filed as inhibitors. 340,000 tested, under 10 active; active means well fitted inhibition curve with a large enough effect in the main read-out, with a control signal flat, not every such curve was filed as active; inconclusive means small, poorly fitted or top-dose-only effect, or effect the other way, or a change in a side signal; inactive means no such curve, though single readings can be large or run the other way; further: potency means the concentration at half of the fitted maximal effect; % of control where 0% means no effect
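Fluorescence anisotropy tracks displacement of a FITC-tagged PTAP peptide (50 nM) from the Tsg101 binding domain (10 uM), following a 20 min room-temperature incubation at pH 7.5.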
A-T KAP1 phos – potential ataxia-telangiectasia treatment; […] A-T fibroblasts, KAP-1 phosphorylation AlphaLISA; neocarzinostatin DNA damage 30 min before lysis; Potency, µM (highest dose often 57.5 µM), inactives show top-dose activation, most hits filed as activators; hit rate 0.19% among 320,000; AID 485349; further: potency means the concentration at half of the fitted maximal effect; % of control where 0% means no effect; nearly all actives have a fitted effect of over 45% in size
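hTERT-immortalized A-T patient fibroblasts ([…]), 500 cells/well in OPTI-MEM, 1% FBS, got compounds for 60 min, then NCS for 30 min at 37C. Lysates were then assayed for phospho-KAP-1 by AlphaLISA (anti-pKAP1 donor, anti-KAP1 acceptor beads), 6 hr at 25C.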
Mito fusion act – inhibitors of mitochondrial division or activators of mitochondrial fusion | S. cerevisiae fusion-defective mutant growth rescue, CellTiterGlo 48 h | Potency, µM (series often up to 46.1 µM), inactives show top-dose growth rescue (activation), hits mostly activators | AID 485298 | hit rate 0.23% among 320,000;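 further: potency means the concentration at half of the fitted maximal effect; % of control where 0% means no effect; nearly all actives have a fitted effect of over 45% in size; temperature-sensitive fusion mutants such as fzo1-1 at 37 °C on non-fermentable ethanol glycerol medium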
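Read-out: ATP-based luminescence (CellTiterGlo, 10 min ambient) reporting growth of fusion-defective ts yeast after 48 hours at 37C on glycerol/ethanol YPEG medium in the presence of compound.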
Tb PFK inh – T. brucei PFK enzyme inhibition | AID 485367 | hit rate 0.17% among 330,000 | T. brucei PFK, ADP-Glo luminescence | Potency, µM (highest dose often 57.5 µM), inactives show top-dose activity, negative = inhibition, actives largely listed as inhibitors;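 further: potency means the concentration at half of the fitted maximal effect; 0% = uninhibited 1x PFK enzyme wells and -100% = no-enzyme wells; nearly all actives have a fitted effect of over 60% in size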
Target sequence (O15648 whole entry, looked up): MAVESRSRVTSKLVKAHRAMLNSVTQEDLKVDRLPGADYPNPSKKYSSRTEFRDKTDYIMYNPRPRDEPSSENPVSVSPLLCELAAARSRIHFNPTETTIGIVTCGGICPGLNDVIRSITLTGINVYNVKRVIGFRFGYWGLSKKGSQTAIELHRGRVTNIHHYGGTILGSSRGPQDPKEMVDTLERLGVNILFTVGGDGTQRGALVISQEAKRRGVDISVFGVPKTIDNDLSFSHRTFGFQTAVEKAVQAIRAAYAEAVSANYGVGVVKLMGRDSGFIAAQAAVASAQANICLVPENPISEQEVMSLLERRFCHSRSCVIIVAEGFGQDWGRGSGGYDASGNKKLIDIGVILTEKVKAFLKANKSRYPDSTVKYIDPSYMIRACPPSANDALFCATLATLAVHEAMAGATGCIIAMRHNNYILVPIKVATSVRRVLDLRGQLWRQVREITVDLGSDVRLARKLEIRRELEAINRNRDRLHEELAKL
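PFK 1.25 nM, F6P 0.5 mM, ATP 0.1 mM, 0.1 M TEA pH 8.0, 5 mM MgCl2, 0.01% Tween20, 0.1% BSA; 45 min RT. ADP-Glo readout. qHTS titration up to 57 uM; curves fitted, compounds curve-classed.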
S-ASM inh – blocks human secretory acid sphingomyelinase; Potency, µM (titrated, usually from 57.5 µM), without a hit: at the highest dose activity change, negative = inhibition, usual class: inhibitors; P17405; hit rate 0.006% among 340,000; AID 504937; placental ASM, HMU-PC fluorogenic substrate, 60 min; further: potency means the concentration at half of the fitted maximal effect
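Human placenta-derived ASM enzyme was preincubated with compound for 10 minutes at room temperature, then given fluorogenic substrate HMU-PC0 (9 uM final) for 60 minutes at 37 °C; a pH 10 stop preceded fluorescence reading at Ex 386/Em 447 nm.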
TSHR antagonist – blocks TSH signaling through the human TSH receptor; P16473; activity change, negative = inhibition, % at 11.5 µM; TSHR-expressing cells, TSH-stimulated cAMP HTRF, 2 h; active compounds read low; hit rate 0.2% among 330,000;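 active means activity change below a set negative limit, meaning inhibition stronger than a set level, cut at about -70% in these data; inconclusive means activity change between two set negative limits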; further: on the % scale 0 is the no-effect control and ±100 the full control effect
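Freshly harvested TSHR cells receive pin-tooled compound, then EC80 TSH at 4nM final. After 2 hours at 37 deg C, antibody in lysis buffer and cAMP-d2 are added; 30 minutes at ambient temperature precede the HTRF read.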
a7 integrin act – activates integrin-mediated alleviation for muscular dystrophy; alpha7betagal myoblasts, beta-gal FDG fluorescence, 48 h; Potency, µM (highest dose often 38.3 µM), inactives show top-dose activation, most hits filed as activators; hit rate 0.064% among 350,000;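 further: potency means the concentration at half of the fitted maximal effect; 100% = response of the positive control SU9516; nearly all actives have a fitted effect of over 60% in size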
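alpha7betagal+/- myoblasts (passage 13, 250/well) treated 48 h at 37C with compounds at 1:260 dilution of DMSO stock. Lysed, then beta-galactosidase activity read as FDG fluorescence (ex 480/em 540) after 30 min, with pre-read for autofluorescence.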
ELG1 DNA repair – blocks ELG1-dependent DNA repair in HEK293T cells; Potency, µM (top dose mostly 46.1 µM), for inactives: at the top dose activity change, negative = inhibition, most hits filed as inhibitors; AID 504467; hit rate 2.3% among 330,000; HEK293T ELG1-luciferase reporter, luminescence, 16 h; DNA damage induced by 5-fluorouridine; further: potency means the concentration at half of the fitted maximal effect; on the % scale 0 is the no-effect control and ±100 the full control effect; nearly all actives have a fitted effect of over 55% in size
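In this reporter screen, reduction of luminescence relative to DMSO vehicle indicated activity. Compounds and 5-fluorouridine were added together to 2,000 cells per well, incubated for 16 hr at 37 °C, then developed with ONE-Glo.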
Eya2 phos inh – Eya2 (human) phosphatase inhibition. recombinant Eya2, OMFP fluorescence dephosphorylation (OMFP is methylfluorescein phosphate). AID 488837. Potency, µM (doses to about 76.9 µM), without a hit: top-dose activity, negative = inhibition, most hits filed as inhibitors. O00167. hit rate 0.006% among 330,000; further: potency means the concentration at half of the fitted maximal effect; on the % scale 0 is the no-effect control and ±100 the full control effect
Target sequence (O00167 whole entry, looked up): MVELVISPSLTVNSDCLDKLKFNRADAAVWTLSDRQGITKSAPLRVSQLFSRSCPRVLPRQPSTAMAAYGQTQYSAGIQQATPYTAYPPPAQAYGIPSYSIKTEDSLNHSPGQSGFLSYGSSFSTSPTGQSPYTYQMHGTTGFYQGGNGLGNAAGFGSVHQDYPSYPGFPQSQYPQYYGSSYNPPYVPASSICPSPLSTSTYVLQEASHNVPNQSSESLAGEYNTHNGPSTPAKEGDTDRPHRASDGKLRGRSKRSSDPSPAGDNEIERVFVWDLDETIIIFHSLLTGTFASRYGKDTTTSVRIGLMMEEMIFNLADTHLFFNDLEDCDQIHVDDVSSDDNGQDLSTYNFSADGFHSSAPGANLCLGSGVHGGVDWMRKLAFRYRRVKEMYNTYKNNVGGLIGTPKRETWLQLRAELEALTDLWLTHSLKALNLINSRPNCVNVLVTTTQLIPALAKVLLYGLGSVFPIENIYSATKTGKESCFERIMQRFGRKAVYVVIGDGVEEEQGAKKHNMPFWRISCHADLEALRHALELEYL
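Eya2 protein (added as 0.2 uM solution) was preincubated with compound for 10 min at ambient temperature in 50 mM HEPES pH 7.5, 50 mM NaCl, 5 uM MgCl2, 0.05% BSA, 1 mM DTT. OMFP (added at 50 uM) then reacted 10 min; fluorescence read at 485/525 nm.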
BCR signal inh – chronic active BCR signaling inhibition; hit rate 0.05% among 340,000; Potency, µM (series often up to 46.1 µM), for the others: top-dose ratio change, negative = lower green/red ratio, most hits filed as inhibitors; ABC-DLBCL IkBa-CBG/CBR reporter, luminescence ratio, 4 h; active means well fitted inhibition curve with a large enough effect in the signal ratio, with a control signal flat, not every such curve was filed as active; inconclusive means small, poorly fitted or top-dose-only effect, or effect the other way, or a change in a side signal; the % refers to the signal ratio;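 further: potency means the concentration at half of the fitted maximal effect; plate controls were basal doxycycline-induced cells for no effect and cells given 10 µM MG132 for full effect; MG132 reads +100%, hits lower the ratio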
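Concentration-response series (up to 46 uM) were applied to TMD8 dual-reporter cells for 4 h at 37C with doxycycline. Green/red ratio, after filter-overlap correction, defined %Activity; red signal alone was normalised to basal cells and zero luminescence.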
Active calls of the source: *; ? = inconclusive; . = no result given; [ ] = remark or other dose. Unless noted, the call rests on the fitted dose curve; in most records, active means well fitted curve in the direction sought with a large enough effect; inconclusive means small, poorly fitted or top-dose-only effect, or another doubt; inactive means no such curve, though single readings can be large; an effect the other way counts as inactive or inconclusive.

SMILES | TCR act | PTAP TSG101 blk | A-T KAP1 phos | Mito fusion act | Tb PFK inh | S-ASM inh | TSHR antagonist | a7 integrin act | ELG1 DNA repair | Eya2 phos inh | BCR signal inh
COc1ccc(N(CC(=O)NCc2ccc(F)cc2)C(=O)Cn2nnc(-c3ccc(C)o3)n2)cc1OC | -2% | -1% | 8% | 2% | 0% | -1% | -13 | -8% | 0% | 2% | ?
COc1ccccc1NC(=O)c1ccc2c(c1)N(CC(=O)NC(C)(C)C)C(=O)C(C)(C)O2 | -2% | 1% | -7% | -3% | 0% | 5% | 3 | -11% | -11% | 6% | 8%
Cc1cc(C)n2nc(SCC(=O)NC(=O)c3ccc(OC(F)F)cc3)nc2n1 | 5% | -1% | -6% | . | 8% | 0% | . | 0% | ? | -1% | 3%
COc1ccc(Cc2nc3ccc(C(=O)N(C)C(C)c4ccon4)cc3o2)cc1 (stereo not given) | 0% | -1% | 29% | 3% | 0% | 1% | 10 | -27% | 28% | 5% | -2%
COc1cccc(C(=O)NCCS(=O)(=O)N(C)C2CCCCC2)c1 | 8% | -1% | 0% | -12% | -7% | 3% | -5 | -13% | 2% | -27% | 7%
Cc1cc(OCC(=O)Nc2ccccn2)c2c(C)c(C)c(=O)oc2c1 | 2% | 25% | 4% | -14% | 0% | -1% | 23 | 15% | ? | -8% | -9%
Cc1cc(N2CCN(C(=O)c3ccco3)CC2)n2nc(-c3cccc(F)c3)cc2n1 | . | -6% | -4% | 25% | -1% | 20% | -21 | 8%[7.66 µM] | 16µM* | -21% | 3%
Cc1cc(NC(=O)CCC(=O)N(Cc2cccs2)C(C(=O)NC2CCCC2)c2ccccc2)no1 (stereo not given) | -21%[46.1 µM] | -10% | 1% | -1% | 6% | 1% | -3 | -19% | ? | 1% | 13%
N#CC1=C(N)N(c2ncn[nH]2)C2=C(C(=O)CCC2)C1c1ccc(F)cc1 (stereo not given) | -4%[46.1 µM] | -1% | -7% | -6% | -1% | 5% | -1 | 11% | 2% | -2% | 3%
Cc1cc(O)c2c(c1)C(O)(C1OC(CO)C(O)C(O)C1O)c1cccc(O)c1C2=O (stereo not given) | 0% | 0% | -10% | -2% | 11% | 1% | -6 | 0% | 7% | 8% | 1%
Cc1cc(C(=O)COC(=O)c2ccc(F)cc2)c(C)n1C | -2% | -3% | -4% | . | 1% | 1% | -8 | -5% | ? | 5% | -14%
CN(C)S(=O)(=O)c1ccc(Cl)c(NC(=O)CN2CCNC(=O)C2)c1 | 3% | -1% | 1% | -9% | 1% | 4% | 10 | -10% | 3% | 2% | 0%
S=C(Nc1ccccc1)N(CCN1CCOCC1)Cc1cccc(Cl)c1 | -9% | -4% | -1% | -3% | -6% | 3% | 6 | -20% | 18% | 7% | 8%
C/C=C/c1ccc(OCC(=O)Nc2cc(S(=O)(=O)N3CCOCC3)ccc2N2CCCC2)c(OC)c1 | 3% | 0% | -6% | 8% | 0% | -25% | 4 | -10% | ? | 8% | ?
COC(=O)c1c(NC(=O)CN2CCN(C(=O)c3ccco3)CC2)c2cc(C)ccc2n1C | . | -10% | 3% | 3% | 0% | 31%[activator] | -10 | -32% | 21µM* | 39%[15.4 µM] | -2%
O=C(CSC1=NS(=O)(=O)c2cc(F)ccc2N1)Nc1cccc(F)c1 | -2% | -1% | -1% | -10% | ? | 0% | 6 | 3% | 19% | -28% | ?
Cc1ccc2c(SCC(=O)NCc3ccco3)nc(-c3ccc(F)cc3)nc2c1 | . | 1% | -1% | 1% | -1% | -1% | 4 | -34% | 0% | -1% | -1%
CNc1nnc(CSc2nc(C)cc(C)n2)s1 | -2% | -5% | 9% | 0% | 2% | 4% | -11 | -8% | 29% | 5% | -18%
Cn1nc(CC(=O)Nc2cccnc2N2CCOCC2)c2ccccc2c1=O | . | . | 0% | 5% | -3% | . | 0 | . | -2% | -4% | 5%
O=C(Cc1cccc2ccccc12)OCn1nnc2ccccc2c1=O | -2% | -2% | -1% | -3% | -1% | -1% | -5 | 21% | 18% | 9% | ?
CC(C)(C)CC(=O)Nc1ccccc1N1CCN(c2ccc(F)cc2)CC1 | -21% | -4% | 7% | -3% | 0% | -7% | -9 | -28% | -2% | -17% | -10%
C/C(=N\NC(=O)c1ccncc1)c1cccnc1 | 0% | 0% | 6% | -2% | -3% | 3% | -5 | 27% | 11% | -12% | -1%
CC(C)(C)c1ccc(O)c(N=Cc2cc3c(cc2[N+](=O)[O-])OCO3)c1 | -3% | -1% | -30% | 1% | -4% | -3% | -12 | 27% | ? | -2% | -6%
N/C(COc1ccccc1)=N\NS(=O)(=O)c1ccccc1 | 1% | -4% | 2% | 1% | 0% | 0% | 3 | 4% | 10% | 15% | 10%
COC(=O)c1c(NC(=O)COC(=O)CNC(=O)C2CCCCC2)sc(C)c1C | -3%[46.1 µM] | 2% | 2% | 3% | 4% | -1% | -5 | -17% | 6% | -6% | 0%
O=C(Nc1ccc(F)cc1F)c1ccco1 | -4% | -12% | . | -1% | . | 7% | . | 7% | . | . | .
COc1cc(C(=O)OCC(=O)NC2CCCCC2)cc(OC)c1OC | 3% | 2% | -5% | . | -1% | 0% | 5 | 23% | ? | -10% | -4%
CC(C)NC(=O)Nc1cccc2c1O[C@H](CN(C)C(=O)NC1CCCCC1)[C@@H](C)CN([C@H](C)CO)C2=O | -4% | -3% | 0% | . | 0% | 11% | 11 | -11% | -3% | 1% | ?
Cn1nnnc1SCCNCc1cc(Cl)ccc1OCc1ccccc1 | -2%[46.1 µM] | 2% | 3% | -12% | 3% | 0% | 5 | -37% | -4% | -2% | 0%
COc1ccc2cc(C#N)c(Nc3cccc(F)c3)nc2c1 | 3% | 0% | -3% | -1% | -2% | 334%[activator] | -7 | 8% | -4% | 3% | 0%
COc1cccc(-c2cc(=O)c3cc(NC(C)=O)ccc3[nH]2)c1 | 4% | -6% | 10% | -2% | 0% | 50% | -4 | 0% | ? | 7% | ?
Cc1ccc(-c2nnc(-c3ccc4c(c3)OCO4)o2)cc1 | 3% | 1% | -3% | 2% | -2% | -1% | -18 | 0% | ? | ? | ?
COc1ccc(-n2nnc3c(=O)n(Cc4cc(C)ccc4C)cnc32)cc1 | -5% | -10% | 9% | -2% | 4% | 2% | 38 | 18% | -1% | 6% | 6%
CC12COC3(C(=O)Nc4ccccc4)CC1CCC32C (stereo not given) | -1% | 1% | 0%[11.5 µM] | 7% | 0% | -1% | 11 | 4% | -3% | 9% | 11%
CCOc1cc(-c2cc(-c3ccc(NC(C)=O)cc3)nc(N)c2C#N)ccc1O | 2% | -1% | -7% | 2% | 2% | 253%[activator] | -9 | -11% | ? | 7% | ?
CN(c1ccccc1C(=O)Nc1ccc(S(=O)(=O)N2CCCC2)cc1)S(C)(=O)=O | 2% | 0% | 9% | 0% | 3% | 0% | 4 | -7% | -12% | -5% | 6%
O=S(=O)(Nc1ccc(Cc2ccncc2)cc1)c1cccs1 | . | 1% | 3% | 1% | 4% | 5% | 3 | 13% | ? | 5% | -12%
O=C(Cn1cnc2c(NCc3ccccc3)ncnc21)NCC1CCCO1 (stereo not given) | -6%[46.1 µM] | 6% | 18% | . | 1% | -5% | 6 | 8% | 23% | 0% | 1%
Cc1cc(Cl)ccc1NNC(=O)c1cccs1 | 6% | 1% | -5% | 5% | 0% | -1% | 3 | -29% | ? | -8% | -2%
CC1=C(C(=O)NCc2ccc(Cl)cc2)C2(CCC(C)CC2)OC1=O (stereo not given) | -1% | -4% | -2% | 7% | -2% | -1% | -1 | 3% | -16% | -16% | -1%

From PubChem
